aGal spleen mod: inhibits or activates alpha-galactosidase in human spleen homogenate. human spleen homogenate, 4MU-alpha-Gal fluorescence, 40 min. Potency, µM (highest dose often 80 µM), without a hit: top-dose activity change, negative = inhibition, most hits filed as inhibitors. hit rate 0.008% among 240,000;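 also: 0% = enzyme with vehicle and -100% = no enzyme basal signal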
Target sequence (P06280 32-429 limits assumed): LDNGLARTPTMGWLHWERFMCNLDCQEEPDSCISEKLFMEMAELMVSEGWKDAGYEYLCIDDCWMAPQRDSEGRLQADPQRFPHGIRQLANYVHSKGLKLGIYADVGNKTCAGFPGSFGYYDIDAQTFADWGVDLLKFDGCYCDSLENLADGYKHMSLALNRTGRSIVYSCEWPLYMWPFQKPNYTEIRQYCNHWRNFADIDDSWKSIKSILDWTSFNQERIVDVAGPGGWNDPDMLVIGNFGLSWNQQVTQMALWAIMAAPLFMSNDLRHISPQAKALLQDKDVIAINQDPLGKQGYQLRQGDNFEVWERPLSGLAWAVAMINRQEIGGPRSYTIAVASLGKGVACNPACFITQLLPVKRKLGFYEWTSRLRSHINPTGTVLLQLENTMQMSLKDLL
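Spleen homogenate 1 ug + cpd (titration) + 4-MU-alpha-D-galactopyranoside 1 mM; 37C 40 min; 50 mM citrate/phosphate pH 5.0, 0.01% Tween-20; stop pH 10; fluorescence 365/440; AC50 via Hill.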
NPSR antagonist: neuropeptide S receptor (human) antagonism, cAMP; Q6W5P4; CHO-NPSR cells, cAMP TR-FRET, antagonist mode; Potency, µM (highest dose often 38.3 µM), for inactives: at the highest dose activity change, negative = inhibition, most hits filed as inhibitors; hit rate 1% among 220,000; also: % is scaled to controls: 0 for no effect and ±100 for the full control effect; nearly all actives have a fitted effect of over 50% in size; many of its hits are not listed in these tables
Target sequence (Q6W5P4 whole entry, looked up): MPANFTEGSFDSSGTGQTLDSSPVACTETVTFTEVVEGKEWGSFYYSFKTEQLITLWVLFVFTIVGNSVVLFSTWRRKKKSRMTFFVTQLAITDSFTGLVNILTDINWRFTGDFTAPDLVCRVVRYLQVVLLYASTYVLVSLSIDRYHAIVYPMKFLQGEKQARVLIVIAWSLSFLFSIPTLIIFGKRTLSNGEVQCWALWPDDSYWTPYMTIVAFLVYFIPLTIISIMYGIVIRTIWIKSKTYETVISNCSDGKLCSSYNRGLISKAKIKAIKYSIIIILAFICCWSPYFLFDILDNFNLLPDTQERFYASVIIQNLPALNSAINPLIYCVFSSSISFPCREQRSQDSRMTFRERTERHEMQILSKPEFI
Tau fluor counter: counter-screen for tau fibril formation inhibitors. Potency, µM (doses to about 57.7 µM), without a hit: at the top dose activity change, negative = decrease. hit rate 0.93% among 280,000. tau K18 P301L (four-repeat tau fragment) Alexa594 fluorescence, heparin fibrillization; also: % is scaled to controls: 0 for no effect and ±100 for the full control effect; nearly all actives have a fitted effect of over 55% in size
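Human K18 P301L tau (15 uM unlabeled plus 0.24 uM Alexa 594-labeled, final) in 100 mM sodium acetate pH 7 was mixed with compound and 20 uM heparin and incubated 6 hr at 37 C.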
ALDH1A1 inh: blocks purified human ALDH1A1 activity; P00352; Purified ALDH1A1, NADH fluorescence, propionaldehyde substrate; Potency, µM (doses to about 75.3 µM), for inactives: top-dose activity, negative = inhibition, most hits filed as inhibitors; hit rate 7.3% among 220,000; AID 1030; active = well fitted inhibition curve with a large enough effect, not every such curve was filed as active; inconclusive = small, poorly fitted or top-dose-only effect, or another doubt; inactive = no such curve, though single readings can be large or run the other way;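 also: plate controls were no enzyme wells and a reference inhibitor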
GAA inh: blocks human lysosomal alpha-glucosidase; Potency, µM (titrated, usually from 76.9 µM), for the others: at the highest dose activity change, negative = inhibition, actives largely listed as inhibitors; hit rate 0.005% among 200,000; P10253; purified human GAA, 4-MU-alpha-glucoside fluorescence; AID 1466;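 also: plate controls were uninhibited enzyme wells for no effect and no-enzyme background for full effect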
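Fluorescence at Ex 365/Em 440 nm from 4-methylumbelliferone reported enzyme activity after 20 min at room temperature. Reactions used 4 nM enzyme and 400 uM substrate at pH 5.0; curves fitted with the Hill equation.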
Epigenetic reg: regulators of epigenetic silencing causing reporter derepression in mouse cells | murine LDR cells, GFP reporter derepression, 30 h | Potency, µM (titrated, usually from 53.9 µM), for inactives: at the highest dose GFP activation, most hits filed as activators | hit rate 0.2% among 280,000 | AID 1865; also: % of control where 0% means no effect; nearly all actives have a fitted effect of over 60% in size
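In this reporter-derepression format, murine cells bearing a silenced integrated CMV-GFP locus incubate with test compound (30 h, 37 C), then are washed and imaged; fluorescent objects of 20–120 um count as induced cells.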
GAA glycogen mod: alters human alpha-glucosidase cleavage of glycogen; P10253; recombinant GAA, glycogen substrate, Amplex Red glucose oxidase fluorescence; Potency, µM (series often up to 76.4 µM), inactives show at the top dose activity change, negative = inhibition, most hits filed as inhibitors; hit rate 0.38% among 300,000; AID 2100;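 also: 0% = full enzyme reaction and -100% = no-enzyme basal signal; the screen sought inhibitors and activators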
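Natural-substrate format: glycogen cleavage by 4 nM human enzyme, glucose read by Amplex Red coupling (Ex 573, Em 610 nm). Normalized to enzyme and no-enzyme controls.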
GAA spleen mod: inhibitors or activators of human alpha-glucosidase in spleen homogenate; human spleen homogenate, 4-MU-alpha-glucoside fluorescence; Potency, µM (highest dose often 79.9 µM), for inactives: at the top dose activity change, negative = inhibition, usual class: inhibitors; hit rate 0.006% among 240,000; AID 2112;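 also: 0% = enzyme with vehicle and -100% = no enzyme basal signal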
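AC50 values come from Hill-equation fits of concentration-response data, normalized to no-enzyme and full-activity controls. Enzyme source: 1 ug human spleen homogenate; 1 mM fluorogenic 4-MU glucoside, pH 5.0 citrate buffer, 37 C, 40 min.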
* hit, by the source's call; ? = inconclusive; . = not tested or not shown; & = joins results of further samples; [ ] = another dose, or the depositor's remark. Unless noted, calls follow the shape of the dose curve; as a rule, active = well fitted curve in the direction sought with a large enough effect; inconclusive = small, poorly fitted or top-dose-only effect, or another doubt; inactive = no such curve, though single readings can be large; an effect the other way counts as inactive or inconclusive. Potency is read from the fitted curve at half-maximal effect. This is a subset; count on the stated rates, not on these rows.

Below each SMILES: ALDH1A1 inh | GAA glycogen mod | Tau fluor counter | Epigenetic reg | NPSR antagonist | GAA inh | GAA spleen mod | aGal spleen mod
1) CCCCC(O)CN1CCC(c2ccccc2)CC1 (stereo unspecified)
    6% | -1% | -4% | 0.0% | -7%[46.1 µM] | 0% | -2% | -2%
2) O=C(Nc1nccs1)c1ccc(COc2ccc(Cl)cc2)o1
    -6% | -7% | -15% | 3.5% | -17%[46.1 µM] | -3% | -1% | 1%
3) CCCC(=O)O[C@H]1C[C@@H](C)N(C(=O)c2ccccc2)c2ccc(C)cc21
    -27% | -19% | -12% | 0.0% | ? | -9% | -13% | -4%
4) Cc1ccc2nc(SC(C)C(=O)Nc3cccc([N+](=O)[O-])c3)[nH]c2c1 (stereo unspecified)
    -1% | -7% | -2% | -0.9% | -18% | -4% | 0% | 9%
5) Cc1ccc2c(c1)c1nc3ccccc3nc1n2CCN1CCOCC1
    8% | 5% | -7% | -11% | -13%[46.1 µM] | -3% | -5% | -7%
6) CCN(CC)S(=O)(=O)c1ccc(N2CCOCC2)c(NC(=O)c2ccccc2F)c1
    ? | 1% | -21% | -1.5% | -58% | 1% | -7% | -4%
7) COC(=O)c1ccc(C(NC(=O)OCc2ccccc2)/C(=C/[C@@H](C)C(=O)NCc2nc3ccccc3s2)c2cccnc2)cc1 (stereo partly specified)
    -7% | . | -19% | -0.5% | . | . | -1% | -13%
8) CC1CCCC(C)N1C(=O)c1cccc2c1-c1ccccc1/C2=N/O (stereo unspecified)
    7% | -1% | -18% | -1.2% | -21%[46.1 µM] | 0% | -2% | -2%
9) C=CCNCCOc1cccc(Br)c1
    12% | 9% | 4% | -0.9% | 12% | -3% | 2% | -4%
10) CC(C)n1c(-c2cccnc2)nc2cnccc21
    3% | 3% | 4% | 0.1% | 5%[46.1 µM] | -1% | 3% | 6%
11) C/C(=N\Nc1ccc(C(=O)O)cc1)c1ccc2c(c1)Nc1ccccc1S2
    . | 11µM* | 13µM*[quencher] | 7.8% | ? | . | 3% | -10%
12) Cc1ccc(C(=O)N/N=C\c2ccc(-c3ccc([N+](=O)[O-])cc3)o2)cn1
    4% | 4% | -29% | 4.9% | 44% | ? | -13% | -6%
13) O=C(Nc1ccc2c(c1)CCC2)c1cccc(S(=O)(=O)Nc2ccccc2Cl)c1
    ? | 0% | ? | 1.0% | -17% | -14% | -5% | -15%
14) Nc1nc(NCC2CCCO2)nc(Nc2ccc(Cl)cc2)c1[N+](=O)[O-] (stereo unspecified)
    . | 4% | ? | 6.5% | -13% | . | -9% | -1%
15) Cc1nnc(SC(C)C(=O)NCC2CCCO2)n1-c1ccccc1 (stereo unspecified)
    ? | 4% | 8% | -2.1% | ? | 0% | 0% | -3%

Compounds listed so far with sulfur:
Below each SMILES: ALDH1A1 inh | GAA glycogen mod | Tau fluor counter | Epigenetic reg | NPSR antagonist | GAA inh | GAA spleen mod | aGal spleen mod
2) O=C(Nc1nccs1)c1ccc(COc2ccc(Cl)cc2)o1
    -6% | -7% | -15% | 3.5% | -17%[46.1 µM] | -3% | -1% | 1%
4) Cc1ccc2nc(SC(C)C(=O)Nc3cccc([N+](=O)[O-])c3)[nH]c2c1 (stereo unspecified)
    -1% | -7% | -2% | -0.9% | -18% | -4% | 0% | 9%
6) CCN(CC)S(=O)(=O)c1ccc(N2CCOCC2)c(NC(=O)c2ccccc2F)c1
    ? | 1% | -21% | -1.5% | -58% | 1% | -7% | -4%
7) COC(=O)c1ccc(C(NC(=O)OCc2ccccc2)/C(=C/[C@@H](C)C(=O)NCc2nc3ccccc3s2)c2cccnc2)cc1 (stereo partly specified)
    -7% | . | -19% | -0.5% | . | . | -1% | -13%
11) C/C(=N\Nc1ccc(C(=O)O)cc1)c1ccc2c(c1)Nc1ccccc1S2
    . | 11µM* | 13µM*[quencher] | 7.8% | ? | . | 3% | -10%
13) O=C(Nc1ccc2c(c1)CCC2)c1cccc(S(=O)(=O)Nc2ccccc2Cl)c1
    ? | 0% | ? | 1.0% | -17% | -14% | -5% | -15%
15) Cc1nnc(SC(C)C(=O)NCC2CCCO2)n1-c1ccccc1 (stereo unspecified)
    ? | 4% | 8% | -2.1% | ? | 0% | 0% | -3%

The listing continues:
Below each SMILES: ALDH1A1 inh | GAA glycogen mod | Tau fluor counter | Epigenetic reg | NPSR antagonist | GAA inh | GAA spleen mod | aGal spleen mod
16) COc1ccc(-c2ccc(SCC(=O)N3CCOCC3)nn2)cc1
    8% | -3% | 7% | 1.5% | -24%[46.1 µM] | 1% | 0% | 6%
17) O=c1oc(-c2ccc([N+](=O)[O-])cc2)nc2ccccc12
    1% | 6% | -21% | -1.1% | -21% | -8% | . | -10%
18) COc1ccc(CN(C(=O)CSc2nnc(-c3ccc(F)cc3)o2)c2ccc(F)cc2)cc1
    ? | -1% | -16% | 0.7% | ? | -5% | -2% | -4%
19) Cc1cccc(N2CCN(C(=S)Nc3ccc4nc5n(c(=O)c4c3)CCCCC5)CC2)c1C
    -9% | -1% | -22% | -6.2% | -24% | ? | -3% | -8%
20) NNC(=O)c1cc(-c2ccc(O)cc2)nc2ccc(Br)cc12
    14µM* | ? | ? | -1.1% | 20% | ? | -4% | 5%
21) Cc1ccc(S(=O)(=O)N2CCN(C(=O)c3cccc(F)c3)CC2)cc1
    7% | 3% | -2% | -0.7% | 2%[46.1 µM] | -7% | 2% | -9%
22) CCCc1nc2c(sc3nc4c(cc32)COC(C)(C)C4)c(=O)n1CCN(CC)CC
    18µM* | 1% | -6% | -4.7% | 11% | 4% | -3% | -3%
23) Cc1nn(-c2ccccc2)nc1C(=O)NNC(=O)c1cccc2ccccc12
    . | -6% | -25% | -1.0% | -8% | . | -17% | 2%
24) Cc1[nH]c2ccccc2c1C(=O)CSC(=S)N(C)C
    ? | 3% | -14% | -2.5% | 3% | 4% | 6% | 3%
25) CC1CCC/C(=C\Nc2ccc(C(=O)O)c(O)c2)C1=O (stereo unspecified)
    . | -6% | -6% | 0.0% | -11% | . | -12% | 4%
26) CCOC(=O)N1CCN(S(=O)(=O)c2ccc(OCC)cc2)CC1
    -7% | 1% | -1% | 0.1% | -10%[46.1 µM] | -17% | -5% | 8%
27) CC1(C)N=c2ccc([N+](=O)[O-])c(N)c2=[N+]1[O-]
    . | 3% | -14% | 0.0% | -25% | . | -3% | 4%
28) C=CCn1c(SCc2ccc(F)cc2)nnc1-c1sc2nc(C)cc(C)c2c1N
    . | -4% | -12% | 2.1% | 5% | . | -3% | -8%
29) O=S(=O)(NC1=NCCC1)c1ccc(F)cc1
    2% | 8% | -9% | -8.6% | -2%[46.1 µM] | -11% | 0% | 6%
30) COCCCNC(=O)CSc1c2c(nc3ccc(Cl)cc13)CCCC2
    -6% | 8% | 3%&-3% | -0.1%&1.1% | -53% | 2% | -1% | 4%

Entries of single compounds, looked up by structure:
Results for Cc1cccc(N2CCN(C(=S)Nc3ccc4nc5n(c(=O)c4c3)CCCCC5)CC2)c1C = ALDH1A1 inh: -9%; GAA glycogen mod: -1%; Tau fluor counter: -22%; Epigenetic reg: -6.2%; NPSR antagonist: -24%; GAA inh: ?; GAA spleen mod: -3%; aGal spleen mod: -8%
Results for COCCCNC(=O)CSc1c2c(nc3ccc(Cl)cc13)CCCC2 = ALDH1A1 inh: -6%; GAA glycogen mod: 8%; Tau fluor counter: 3%&-3%; Epigenetic reg: -0.1%&1.1%; NPSR antagonist: -53%; GAA inh: 2%; GAA spleen mod: -1%; aGal spleen mod: 4%

Next results follow.
Below each SMILES: ALDH1A1 inh | GAA glycogen mod | Tau fluor counter | Epigenetic reg | NPSR antagonist | GAA inh | GAA spleen mod | aGal spleen mod
31) CCn1c(CC(=O)Nc2cccc(OC)c2)nnc1SCC(=O)N1CCN(c2ccccc2)CC1
    5% | 6% | -9% | -2.1% | -5%[46.1 µM] | -2% | -6% | 3%
32) Cc1nn(-c2ccc(F)cc2)c(Cl)c1/C=C(\CCC(=O)O)c1nc2ccccc2s1
    -5% | 4% | 3% | -1.4% | -21%[46.1 µM] | -2% | 6% | 12%
33) CC(C)c1c(O)ccc2c1CCC1[C@@](C)(C=O)CCC[C@@]21C (stereo partly specified)
    -1% | . | ? | 4.0% | . | . | 6% | 14%
34) O=C(c1ccccc1CCc1ccccc1)N1CCOCC1
    ? | -5% | -4% | 3.5% | -6%[46.1 µM] | 5% | 2% | -5%
35) C/C(=N\OC(=O)c1c(-c2ccccc2Cl)noc1C)c1ccncc1
    -2% | -3% | 7% | 1.0% | -14% | 11% | -1% | 7%
36) O=C(CCc1ccccn1)NC1CCCc2c1cnn2-c1ccc(F)cc1F (stereo unspecified)
    8% | -6% | -7% | -1.1% | 10% | -4% | 5% | 3%
37) O=C(CSc1ccccc1)Nc1ccc(C(=O)Nc2cccc(O)c2)cc1
    -10% | -16% | -29% | 0.3% | 8% | -5% | -3% | -7%
38) COc1ccc(/C=N/Nc2cc(C)nc(-n3nc(C)cc3C)n2)c(OC)c1
    1% | -2% | ? | 13% | -57% | -7% | 3% | 11%
39) Fc1ccc(OCc2nc3ccccc3s2)cc1
    -10% | -6% | -16% | 0.0% | -30% | 2% | -14% | 2%
40) Cc1ccc(C(=O)NCc2ccc3c(c2)OCO3)cc1S(=O)(=O)N1CCCCC1
    ? | -6% | -15% | -17% | -9%[46.1 µM] | -10% | -7% | -9%
41) Nc1nc2c([N+](=O)[O-])cccc2s1
    -3% | 11% | -1% | 1.1% | 18% | -1% | -6% | -6%
42) CCc1ccc(CCC(=O)Nc2ccc(C(C)=O)cc2)o1
    ? | -3% | -16% | -2.0% | -1%[46.1 µM] | -7% | -8% | -3%
43) CCCCNC(=O)CSc1nc2ccccc2c(=O)n1CC1COc2ccccc2O1 (stereo unspecified)
    14% | 10% | -13% | -1.0% | -18%[46.1 µM] | -1% | 2% | -7%
44) Cc1cc(C)nc(SCc2nnc(SCC(=O)N3CCOCC3)o2)n1
    -14% | 3% | -1% | 7.7% | -3%[7.67 µM] | 1% | 4% | 7%
45) C/C(=N\NC(=O)c1ccc(C)cc1C)c1ccc2c(c1)OCO2
    1% | 1% | 11% | 0.0% | 10% | 5% | -2% | -11%
46) COC(=O)CSc1nnc(-c2cccs2)n1-c1ccc(Cl)cc1
    7% | 2% | -4% | -1.1% | -13%[46.1 µM] | 2% | -2% | -5%
47) CC1(C)Cc2c(C#N)c(N3CCN(C(=O)c4ccccc4Cl)CC3)nc(-c3ccco3)c2CS1
    ? | 6% | -10% | -1.2% | ? | 10% | 3% | 7%
48) CCOC(=O)Cn1c(=O)oc2cc(S(=O)(=O)N3CCc4ccccc43)ccc21
    ? | -12% | -26% | -0.2% | -18%[46.1 µM] | -6% | -1% | -1%
